Source: PubChem
KCNQ1 pot – human KCNQ1 channel potentiation or activation; P51787; CHO-K1 KCNQ1, thallium flux FluxOR fluorescence; stronger effect = higher value; B-score at 10 µM; 310,000 tested, 0.35% active;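 active = fluorescence ratio B-score, a plate-corrected score, at least three library SD, with initial intensity B-score within 5 SD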
Target sequence (P51787 whole entry, looked up): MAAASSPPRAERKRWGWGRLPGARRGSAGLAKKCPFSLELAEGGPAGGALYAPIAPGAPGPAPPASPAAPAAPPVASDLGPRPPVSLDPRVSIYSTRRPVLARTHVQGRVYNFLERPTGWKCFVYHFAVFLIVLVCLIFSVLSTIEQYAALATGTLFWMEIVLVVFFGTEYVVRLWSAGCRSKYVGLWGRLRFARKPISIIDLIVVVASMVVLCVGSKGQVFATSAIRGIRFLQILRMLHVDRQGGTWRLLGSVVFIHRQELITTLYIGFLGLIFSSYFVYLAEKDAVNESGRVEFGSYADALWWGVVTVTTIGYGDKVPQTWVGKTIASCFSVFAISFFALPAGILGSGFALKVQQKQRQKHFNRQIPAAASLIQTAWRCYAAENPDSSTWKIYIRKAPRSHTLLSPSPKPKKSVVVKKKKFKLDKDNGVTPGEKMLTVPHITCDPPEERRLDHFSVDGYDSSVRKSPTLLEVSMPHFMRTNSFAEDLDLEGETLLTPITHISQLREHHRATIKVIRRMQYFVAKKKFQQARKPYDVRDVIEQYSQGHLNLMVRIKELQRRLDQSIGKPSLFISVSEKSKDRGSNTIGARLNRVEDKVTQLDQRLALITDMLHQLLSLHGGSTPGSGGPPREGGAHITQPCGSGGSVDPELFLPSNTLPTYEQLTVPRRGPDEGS
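Assay system: CHO-K1 cells stably expressing KCNQ1; Medium: assay buffer with matched DMSO; Also added: K+/Tl+ depolarizing stimulus; Dosing: single dose; Timing: dye 90 min, compound 20 min, room temperature; Measured by: kinetic FluxOR thallium fluorescence, 10-s 1-Hz baseline, 110-s post-stimulus read; Read-out: peak-minus-minimum fluorescence over initial fluorescence, negative-control normalized, B-scored.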
HDAC3 inh – human HDAC3 inhibition; O15379; recombinant HDAC3, fluorogenic peptide/trypsin coupled, fluorescence; inhibition, % at 8.3 µM; 320,000 tested, 0.15% active; in the data active = inhibition above about 26%, passing the limit was not always enough; inconclusive = no clear call, values can overlap the other calls
PolyA inhibitor – yeast polyadenylation inhibition | S. cerevisiae SKY197-pL101 polyadenylation reporter, beta-gal luminescence; efflux-impaired pdr1/pdr3 knockout yeast; score 100 = 6 SD above DMSO | calls only at 12 µM | 300,000 tested, 0.02% active;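 active = lowest replicate activity score at least 50, where 100 means six control SD above control mean; inconclusive = lowest score under 50 but half or more replicates reach 50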;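 note: yeast exposed to compound for 9 h at 30 °C; higher score means more reporter readthrough which indicates perturbed polyadenylation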
KCNK9 inh – human KCNK9 channel inhibition. AID 488922. B-score at 10 µM. HEK293 KCNK9, FluxOR thallium flux fluorescence; stronger effect = lower value. Q9NPC2. 310,000 tested, 1.2% active;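 active = ratio B-score over 3 SD below the library mean, with starting fluorescence within 5 SD of its mean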;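 note: negative B-score means less thallium flux so channel inhibition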
Target sequence (Q9NPC2 whole entry, looked up): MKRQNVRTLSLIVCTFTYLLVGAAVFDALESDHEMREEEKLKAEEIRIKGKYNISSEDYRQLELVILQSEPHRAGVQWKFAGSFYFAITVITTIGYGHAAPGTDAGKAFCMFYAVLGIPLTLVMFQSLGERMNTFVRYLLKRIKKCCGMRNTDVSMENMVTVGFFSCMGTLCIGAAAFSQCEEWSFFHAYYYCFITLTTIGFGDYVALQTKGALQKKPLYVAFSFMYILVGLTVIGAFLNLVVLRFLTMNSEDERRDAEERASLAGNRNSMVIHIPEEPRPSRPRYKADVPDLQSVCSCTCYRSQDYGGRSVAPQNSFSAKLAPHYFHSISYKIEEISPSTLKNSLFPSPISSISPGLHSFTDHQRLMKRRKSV
RGS4 act – RGS4 potentiation or activation | HEK293 M3R/inducible RGS4, carbachol calcium flux Fluo4; stronger effect = lower value | B-score at 10 µM | 310,000 tested, 0.92% active;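 active = B-score of the integrated calcium signal more than 4 SD below the library mean, with starting fluorescence not abnormally high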;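 note: negative B-score means reduced calcium response which marks RGS4 activation or potentiation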
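Material: Inducible-RGS4 HEK293 cells carrying M3 receptor; also added: carbachol at ECmax as muscarinic agonist stimulus; incubation: compound preincubation 20 min at room temperature before agonist; signal: Fluo4-AM (2 µM) calcium-flux fluorescence, kinetic read; measure: integrated calcium ratio converted to B score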
GSK3B inh – inhibitors of human GSK3beta kinase | P49841 | GST-GSK3beta kinase, ADP-Glo luminescence, 60 min; stronger effect = lower value | activity score (negative = inhibition), % at 10 µM | 300,000 tested, 0.038% active | AID 2097;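 active = more than half of replicate wells score below -50%, meaning over 50% inhibition versus plate controls; inconclusive = some replicates but at most half score below -50%; inactive = no replicate scores below -50%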;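 note: 0% = median DMSO wells and -100% = median GW8510 positive control wells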
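Test system – GST-tagged human GSK3beta kinase, cell-free · Incubation – 60 min enzyme reaction, room temperature · Signal – ADP-Glo luminescence · Also added – peptide substrate and ATP at 25 µM · Controls – DMSO neutral wells and GW8510 at 20 µM as positive · Buffer or medium – Tris/MgCl2 kinase buffer · Measure – Luminescence-derived activity versus plate DMSO and GW8510 wells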
KCNK3 inh – human KCNK3 channel inhibition, primary screen; O14649; CHO-KCNK3 thallium flux, FluxOR fluorescence; stronger effect = lower value; B-score at 10 µM; 340,000 tested, 0.84% active; AID 602410;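 active = B-score under library mean minus 4 SD, starting fluorescence ratio at most library mean plus 5 SD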;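 note: more negative B-score means stronger inhibition of thallium flux through KCNK3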
Dyrk1A ADPGlo – blocks rat Dyrk1A kinase activity | Q63470 | inhibition, % at 12.5 µM | ADP-Glo luminescence, NFATc1 peptide | 310,000 tested, 0.43% active | AID 504441; in the data active = inhibition above about 50%;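 note: plate controls were vehicle with enzyme for no effect and no enzyme for full effect; many of its hits are not listed in these tables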
KCNQ1 inh – blocks the human KCNQ1 potassium channel; P51787; CHO-K1 KCNQ1, FluxOR thallium flux fluorescence; stronger effect = higher value; B-score at 10 µM; 310,000 tested, 1.3% active; AID 2642;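 active = compounds whose thallium flux B-score, printed positive for inhibition, exceeds three library SD while starting fluorescence stays within three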;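 note: channel opened by potassium depolarization with thallium stimulus after 20 min compound exposure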
hERG protect – hERG (human) protection from proarrhythmic block; AID 1511; Q12809; 310,000 tested, 0.51% active; activation (rescue from dofetilide block), less the hit threshold, % at 10 µM; CHO-hERG, FluxOR thallium flux, dofetilide IC70 present;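 active = activation above the mean of controls blocked by dofetilide plus 5 SD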;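 note: thallium influx through hERG after potassium depolarization seen as dye fluorescence rise; in these data hits start at about 4.7%; inactives centre near -7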
GSK3 alpha inh – blocks human GSK-3 alpha kinase; ADP-Glo luminescence, 60 min; 320,000 tested, 0.1% active; P49840; inhibition, % at 10 µM;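 in the data active = inhibition above about 50%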;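 note: GST-tagged GSK-3 alpha with peptide substrate and 25 µM ATP; 0% = DMSO neutral wells and 100% = GW8510 positive control wells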
* marks the source's active call; other numbers are inactive results; i = inactive; ? = inconclusive; / = not tested or not shown. The list is partial; count on the stated rates, not on these rows.

SMILES	KCNQ1 pot	HDAC3 inh	PolyA inhibitor	KCNK9 inh	RGS4 act	GSK3B inh	KCNK3 inh	Dyrk1A ADPGlo	KCNQ1 inh	hERG protect	GSK3 alpha inh
CC1(C)CC(=O)C2=C(C1)N(Cc1ccc(F)cc1)C(=O)C2(NC(=O)c1cccnc1)C(F)(F)F (configuration not stated)	i	-1	i	i	i	1	i	-1	i	-8	-2
CCc1cc(C)cc(OCCOc2ccccc2/C=N/NC(C)=O)c1	i	2	i	i	i	2	i	/	i	-5	-2
CCOC(=O)N1CCN(S(=O)(=O)c2ccc(C(=O)Nc3nc4c(s3)CC(C)CC4)cc2)CC1 (configuration not stated)	i	7	i	i	i	-4	i	-4	i	-7	4
c1csc(C2CCCN2c2nc3nonc3nc2NC2CC2)n1 (configuration not stated)	i	9	i	i	i	-2	i	1	i	-7	-5
Cc1c(OCC(=O)N2C[C@H]3C[C@@H](C2)c2cccc(=O)n2C3)ccc2c3c(c(=O)oc12)CCCC3	i	-10	i	i	-7.1*	1	i	9	i	-13	-2
O=C(COc1ccc(C2SCCS2)cc1)Nc1ccc(Cl)cc1	i	1	i	i	i	1	i	-3	i	-10	-2
CCc1c(O)nc(SCC(=O)Nc2ccccc2C)n(-c2ccc(C)cc2)c1=O	i	3	i	i	i	2	i	/	i	-5	-4
COc1ccccc1OCCNC(=O)c1cccs1	i	1	i	i	i	0	i	5	i	-4	-1
O=C(CSc1nc(O)cc(=O)n1-c1ccccc1)Nc1ccc2c3c(cccc13)CC2	i	2	i	i	i	-3	i	1	i	-11	-3
Cc1c(NC2=NC(C)(C)Cc3ccccc32)c(=O)n(-c2ccccc2)n1C	i	6	i	i	i	1	i	0	i	-7	-1
Cc1cc(C)cc(N(CC(=O)NCc2ccccc2Cl)S(=O)(=O)c2c(C)[nH]c(=O)[nH]c2=O)c1	i	-3	i	i	i	-3	i	-8	i	-9	-2
Cc1ccc(S(=O)(=O)N2CCc3ccccc3C2)cc1	i	1	i	i	i	-1	i	3	i	-14	-2
Nc1ncnc(N)c1N=Nc1ccccc1	i	-5	i	i	i	-3	i	54*	i	1	-4
CCCc1cc(C(=O)N2CCC(n3nccc3NC(=O)c3ccc(OC)cc3)CC2)no1	i	-1	i	i	i	-1	i	5	i	-4	0
CCOc1cc(CO)cc(Br)c1OCC(=O)O	i	-2	i	i	i	5	i	0	i	-4	-1
CC1CCN(c2ccc(NC(=O)c3cccnc3)cc2)CC1	i	-2	i	i	i	4	i	7	i	-13	-2
O=C(COc1ccc(Cl)cc1)Nc1ccc2c(c1)C(=O)NC2=O	i	-1	i	i	i	2	i	-8	i	-5	-2
CC1CCN(C(c2cc3cc4c(cc3[nH]c2=O)OCO4)c2nnnn2CC2CCCO2)CC1 (configuration not stated)	i	10	i	i	i	-2	i	7	i	-7	-1
CC1CCCN(C2=C(NS(=O)(=O)c3ccc(Cl)cc3)C(=O)c3ccccc3C2=O)C1 (configuration not stated)	i	7	i	i	i	2	i	5	i	-4	4
COc1ccccc1NC(=O)Cn1nnc(C(=O)NCc2ccc3c(c2)OCO3)c1N	i	4	i	i	i	1	i	3	i	-6	0
O=C(Nc1cnc2ccccc2c1)c1ccncc1	i	4	i	i	i	1	i	7	i	-8	1
CC1CCN(c2ccc(C(=O)NCc3ccco3)cc2[N+](=O)[O-])CC1	i	8	i	i	i	-1	i	-1	i	-7	0
COc1ccc(CNC(=O)COC(=O)c2cccnc2Nc2cccc(C(F)(F)F)c2)cc1	i	1	i	i	i	-1	i	-2	i	-11	0
O=C(c1ccco1)N1CCN(C(=O)C2CCN(S(=O)(=O)c3cccc4nsnc34)CC2)CC1	i	-5	i	i	i	-1	i	46	i	-11	4
CCCCOc1ccc(Cn2c(=O)oc3ccccc32)cc1	i	-6	i	i	i	0	i	-1	i	-3	-3
CCOc1ccc(-n2c(SCC(=O)Nc3cc(C)on3)nc3c(c2=O)SCC3)cc1	i	-9	i	i	i	0	i	1	i	-4	-1
COC(=O)c1sccc1NC(=O)c1c(C)cc(=O)oc1C	i	2	i	i	i	0	i	-2	i	-6	-1
CCc1ccccc1NC(=O)c1cc(-c2ccc(F)cc2)on1	i	-1	i	i	i	-4	i	1	i	-11	0
CCOCCCNC(=O)c1ccc(CS(=O)(=O)Cc2ccccc2F)o1	i	-4	i	i	i	-2	i	13	i	-12	0
COc1ccc(CCNC(=O)CSc2nnc(-c3ccccc3)o2)cc1OC	i	4	i	i	i	0	i	-3	i	-2	0
CN(C)/C=C1/C(=O)N(c2ccc([N+](=O)[O-])cc2)N=C1c1ccccc1	i	?	i	i	i	4	/	/	i	2	-1
COc1ccccc1N1CCN(C(=O)c2c(C)noc2C)CC1	i	-2	i	i	i	-2	i	-2	i	-7	-2
COc1ccc(NC(=O)C2CCN(S(C)(=O)=O)CC2)cc1Cl	i	0	i	i	i	-1	i	3	i	-14	-3
COc1ccc2nc(N3C(=O)CC(Cc4ccc(C)cc4)C3=O)sc2c1 (configuration not stated)	i	9	i	i	i	-4	i	14	i	-4	-3
OCC[C@@H]1C[C@H](O)[C@@H](O)[C@@]2(Cc3ccccc3CCO2)O1	i	1	i	i	i	-3	i	1	i	-6	-1
O=C(Nc1ccccc1)N1CCN(Cc2ccc(Cl)cc2)CC1	i	5	i	i	i	2	i	6	i	-8	0
COc1ccc(S(=O)(=O)N2CCN(CC(O)COc3ccc(CC#N)cc3)CC2)cc1OC (configuration not stated)	i	9	i	i	i	1	i	-2	i	-9	-3
Cc1ccc(N=Cc2sc(O)c3ccccc23)cc1	i	13	i	i	i	-2	i	2	i	-1	1
O=C(CN1C(=O)c2ccccc2C1=O)N1CCN(C2c3ccccc3-c3ccccc32)CC1	i	/	i	i	i	1	i	-5	i	-9	/
CCOc1ccc(NC(=O)CSc2nc3ccccc3c(=O)n2CCNC(C)=O)cc1	i	-4	i	i	i	-3	i	0	i	-8	-1
O=C(CSc1nnc(-c2ccncc2)n1-c1ccccc1)N1CCN(c2ccc(Cl)cc2)CC1	i	3	i	i	i	2	i	5	i	-10	-2
CCOc1ccc(C(=O)Oc2ccc(NC(C)=O)cc2)cc1	i	4	i	i	i	2	/	/	i	-9	-1
Cc1ccc(C(=O)Nc2ccc([N+](=O)[O-])cn2)o1	i	1	i	i	i	0	i	2	i	-5	1
Cc1ccccc1NC1=NCC(c2ccc([N+](=O)[O-])cc2)S1 (configuration not stated)	i	5	i	i	i	-1	i	0	i	-7	0
CCOC(=O)c1c(NC(=O)Nc2ccc(C)cc2)sc2c1CCN(C)C2	i	3	i	i	i	-2	i	4	i	-7	12
O=C(CN(C(=O)c1csnn1)c1cccc(Cl)c1)NC1CCCC1	i	-3	i	i	i	-3	i	-4	i	-4	3
Cc1cc2cc(CNS(=O)(=O)N(C)C)ccc2[nH]1	i	1	i	i	i	-2	i	-3	i	-8	0
COc1cc(OC)c(/C=C2\SC(=O)N(CC(=O)Nc3ccccc3F)C2=O)c(OC)c1	i	-17	i	i	i	1	i	16	i	-4	-2
CCOC(=O)c1c(NC(=O)COc2ccccc2C#N)sc2c1CC(C)(C)NC2(C)C	i	7	i	i	i	-2	i	-5	i	-20	0
COC(=O)c1ccc(CNC(=O)COC(=O)c2ccccc2-c2ccccc2)cc1	i	12	i	i	i	0	i	-5	i	-15	0

Next section
SMILES	KCNQ1 pot	HDAC3 inh	PolyA inhibitor	KCNK9 inh	RGS4 act	GSK3B inh	KCNK3 inh	Dyrk1A ADPGlo	KCNQ1 inh	hERG protect	GSK3 alpha inh
CCN(CC(=O)Nc1ccc([N+](=O)[O-])cc1OC)CC(=O)NC(C)(C)C	i	6	i	i	i	-2	i	-2	i	-6	0
O=C1CN(c2cc(Cl)cc(Cl)c2)C(=O)CN1/N=C/c1cccnc1	i	2	i	i	i	2	i	/	i	-8	1
CCOC(=O)c1c(NC(=O)C2=C(C)NC(=S)NC2c2ccc(F)cc2)sc(C)c1C (configuration not stated)	i	8	i	i	i	1	i	/	i	-13	1
Cn1c(=O)[nH]c(=O)c2c1nc(N1CCCCC1)n2CCOc1ccccc1	i	4	i	i	i	-1	i	-3	i	-14	1
COc1cc(N2C(=O)c3ccccc3C2=O)c(Cl)cc1C(=O)OCC(=O)N1CCOCC1	i	1	i	i	i	3	i	-6	i	-1	-4
Cc1ccc(N2CCN(S(=O)(=O)N3CCCCC3)CC2)c(C)c1	i	6	i	i	i	-2	i	-1	i	-8	-2
CC(C)c1ccc(NC(=O)Cn2c(=O)oc3ccccc32)cc1	i	4	i	i	i	-3	i	0	i	-2	1
CSc1ccccc1C(=O)NCc1ccc(S(N)(=O)=O)cc1	i	4	i	i	i	-3	i	3	i	2	0
CCCc1cc(C(=O)N2CCN(S(=O)(=O)c3ccc(OC)c(OC)c3)CC2)cs1	i	6	i	i	i	2	i	4	i	-13	3
COc1ccc(CC(=O)N2CCN=C2SCc2ccc([N+](=O)[O-])cc2)cc1	i	10	i	i	i	0	i	/	i	-11	-2
COc1ccc(C2=NOC(C(=O)NCc3ccccn3)C2)cc1OC (configuration not stated)	i	4	i	i	i	-2	i	-3	i	-14	-2
COc1ccc(-c2nn(CC(=O)N(C)C)c(=O)c3ccccc23)cc1	i	-1	i	i	i	1	i	0	i	-9	-2
COc1cc([N+](=O)[O-])ccc1NC(=O)Cc1ccccc1	i	1	i	i	i	-3	i	15	i	-8	-2
O=C(Nc1ccccc1C(=O)N1CCOCC1)C1CCCO1 (configuration not stated)	i	1	i	i	i	-27	i	-4	i	-12	4
CSc1n[nH]c(=O)n1-c1ccc(Cl)cc1	i	3	i	i	i	-2	i	-64	i	-6	11
O=C(NNc1ccccc1)C(=O)N1CCCCC1	i	2	i	i	i	-1	i	-8	i	-1	-5
